M1 antagonist = M1 muscarinic receptor (rat) antagonism; 64,000 compounds, 3.4% hits; CHO-M1 cells, Fluo-4 calcium, ACh EC80 antagonist mode; active compounds read low; P08482; B-score at 10 µM;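 active = calcium fluorescence response, raw or row-and-column corrected B-score, differing from the plate sample mean either way at a set confidence level, mostly lower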
Target sequence (P08482 whole entry, looked up): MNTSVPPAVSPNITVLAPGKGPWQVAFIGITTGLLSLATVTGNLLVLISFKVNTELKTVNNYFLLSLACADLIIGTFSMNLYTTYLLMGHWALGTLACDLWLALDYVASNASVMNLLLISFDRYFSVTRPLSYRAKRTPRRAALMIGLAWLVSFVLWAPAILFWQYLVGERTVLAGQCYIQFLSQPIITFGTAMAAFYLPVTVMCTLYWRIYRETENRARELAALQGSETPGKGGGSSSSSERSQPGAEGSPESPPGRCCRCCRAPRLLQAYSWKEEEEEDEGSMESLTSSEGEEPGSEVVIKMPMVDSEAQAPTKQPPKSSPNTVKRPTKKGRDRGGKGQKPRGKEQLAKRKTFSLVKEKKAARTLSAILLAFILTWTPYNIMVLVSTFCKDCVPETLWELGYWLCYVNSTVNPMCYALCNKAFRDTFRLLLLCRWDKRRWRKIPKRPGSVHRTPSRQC
Jurkat tox 60K = cytotoxicity toward Jurkat cells; Jurkat E6.1 viability, ATP luminescence, 48 h; inhibition, % at 4 µM; 56,000 compounds, 1.2% hits; AID 463;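 active = inhibition above the mean inhibition of all tested compounds plus 3 SD, cut at about 28% in these data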
TNAP act mid DEA = activators of human TNAP at intermediate phosphate acceptor. P05186. purified TNAP, CDP-star luminescence, 100 mM DEA, 30 min; active compounds read high; scale: 0 levamisole-inhibited, 1 vehicle-only enzyme. 64,000 tested, under 10 active. activation factor at 20 µM;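 active = activation factor of at least 2 at 20 µM, relative to controls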
D1 mod = D1 dopamine receptor (human) allosteric modulation; HEK293 D1, CRE-luciferase, dopamine EC30 potentiation; actives deviate in either direction; B-score at 10 µM; AID 641; 58,000 compounds, 5.9% hits;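 active = luminescence count or its row- and column-corrected plate score outside the 99.7% band of the plate's sample wells, on either side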
Ec RNAP inh = Escherichia coli RNA polymerase inhibition; E. coli RNA polymerase, fluorescence transcription assay; inhibition, %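 (tested at 10 µM)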; 62,000 compounds, 0.2% hits; AID 559; in the data active = inhibition above about 20%;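 also: 0% = enzyme without compound and 100% = no enzyme blank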
M1 agonist = agonists of M1 muscarinic receptor; CHO-M1 cells, Fluo-4 calcium fluorescence, agonist mode; active compounds read high; B-score at 10 µM; 64,000 compounds, 3% hits;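 active = fluorescence rise, raw or as B-score row- and column-corrected plate score, outside the 99.7% band of its plate's samples, either direction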
S1P1 ag-PAM = agonists and agonism potentiators of human S1P1 receptor; 56,000 compounds, 0.57% hits; P21453; activation, % at 9.5 µM; S1P1 CRE-bla cells, forskolin, beta-lactamase FRET, potentiator mode; S1P1 agonist co-added at EC20, 2 nM; 100% = saturating reference agonist, 0% = basal; AID 449;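 active = activation above a cutoff set at the mean activation of all tested compounds plus 3 SD, cut at about 54% in these data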;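 also: forskolin at 4 µM as EC80 and the EC20 agonist is SEW2871; 100% = SEW2871 at its EC100 plus forskolin at EC80; some compounds past the cut are filed as inactive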
S1P3 ag = agonists of human S1P3 receptor | Q99500 | S1P3 NFAT-BLA reporter cells, agonism, FRET ratio; relative to 1 µM S1P, basal subtracted | activation, % at 4.5 µM | 60,000 compounds, 0.1% hits;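 active = activation above the screen-wide mean plus 3 SD, cut at about 4.5% in these data, passing the limit was not always enough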; also: some compounds called inactive have numbers as strong as hits
Target sequence (Q99500 whole entry, looked up): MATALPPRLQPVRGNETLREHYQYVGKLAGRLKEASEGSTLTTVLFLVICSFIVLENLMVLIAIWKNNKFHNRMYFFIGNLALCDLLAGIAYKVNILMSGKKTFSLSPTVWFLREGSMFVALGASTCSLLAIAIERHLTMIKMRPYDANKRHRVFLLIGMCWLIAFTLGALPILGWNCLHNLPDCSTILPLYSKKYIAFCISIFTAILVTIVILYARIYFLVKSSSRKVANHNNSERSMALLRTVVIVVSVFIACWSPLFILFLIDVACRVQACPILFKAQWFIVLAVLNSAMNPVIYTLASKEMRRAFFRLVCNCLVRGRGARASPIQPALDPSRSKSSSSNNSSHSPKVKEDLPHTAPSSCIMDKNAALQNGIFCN
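material = human S1P3 NFAT-BLA reporter CHO cells | schedule = 4 h compound at 37 °C, 2 h substrate at RT | measured by = fluorescent BLA substrate, ex 405 nm, em 460/535 nm ratio | controls = 1 µM S1P reference | replication = primary once, confirmation triplicate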
HEK293 NFkB inh = lowers PMA/ionomycin-induced NF-kB signal in HEK293 cells. HEK-293 NF-kB luciferase reporter, luminescence. inhibition, % at 3 µM. 62,000 compounds, 0.21% hits;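 active = inhibition above the mean of all tested compounds plus 3 SD, cut at about 40% in these data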;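 also: 0% = stimulated DMSO wells and 100% = 10 µM reference inhibitor 5653914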
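Timing: 1 h pretreatment, 16 h stimulation, 37 °C; system: HEK-293 cells with stable firefly luciferase reporter driven by four HIV NF-kB elements; doses: 3 µM once, 0.30% DMSO; measured by: luciferase luminescence; control set: DMSO and 10 µM reference inhibitor; repeats: single test; reagent: PMA plus ionomycin mix as NF-kB-activating stimulus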
* = called active by the depositor; nt = not tested or not shown.

The opening two records as a preview:
SMILES | M1 antagonist | Jurkat tox 60K | TNAP act mid DEA | D1 mod | Ec RNAP inh | M1 agonist | S1P1 ag-PAM | S1P3 ag | HEK293 NFkB inh
CCN1CCCC(OC(=O)Nc2ccccc2)C1 (configuration not stated) | 0.013 | -3 | 0.9 | -0.035 | 11 | -0.29 | 2 | -0.6 | 0
CSc1nc(-c2ccccc2)nc(N2CCCC2)c1C(C)=O | 0.45 | -2 | 0.9 | 0.54 | 0 | -0.024 | -31 | -0.8 | 9

Results, from the first entry:
SMILES | M1 antagonist | Jurkat tox 60K | TNAP act mid DEA | D1 mod | Ec RNAP inh | M1 agonist | S1P1 ag-PAM | S1P3 ag | HEK293 NFkB inh
CCN1CCCC(OC(=O)Nc2ccccc2)C1 (configuration not stated) | 0.013 | -3 | 0.9 | -0.035 | 11 | -0.29 | 2 | -0.6 | 0
CSc1nc(-c2ccccc2)nc(N2CCCC2)c1C(C)=O | 0.45 | -2 | 0.9 | 0.54 | 0 | -0.024 | -31 | -0.8 | 9
CC(C)(C)N(Cc1ccccc1)C(=O)c1ccc2c(c1)OCCO2 | -1.8* | -3 | 0.9 | -0.055 | 6 | 0.059 | -4 | -0.5 | 8
C=CCN1C(=O)C(CC(=O)NCC)SC1=Nc1ccc(S(N)(=O)=O)cc1 (configuration not stated) | 0.42 | -2 | 0.9 | 0.22 | nt | -0.14 | -15 | 0.4 | 0
CN1CCN(S(=O)(=O)c2ccc(N)cc2)CC1 | 0.13 | nt | 1 | nt | 10 | -0.83 | nt | nt | nt
Cc1[nH]c(=O)cc2ccccc12 | 1.5 | -10 | 0.9 | -0.81 | 2 | 0.42 | -10 | -0.3 | 14
CCOC(=O)C1=C(C)NC(=O)NC1c1ccc(F)cc1 (configuration not stated) | -1.1 | 8 | nt | 0.046 | nt | -0.29 | -3 | -0.9 | 11
Cc1[nH]c(=O)[nH]c(=O)c1CSc1nnc([C@@H](NC(=O)OC(C)(C)C)C(C)C)o1 | 1.2 | -8 | 0.9 | -0.66 | 9 | -0.21 | 10 | 0.1 | 7
CCOc1ccc2[nH]cc(S(=O)(=O)c3ccc(F)cc3)c(=O)c2c1 | 0.21 | 21 | 0.9 | -0.6 | -2 | 0.48 | 12 | 0.0 | 0
COc1ccc(S(=O)(=O)NCc2ccco2)cc1-c1nnc2c3ccccc3c(C)nn12 | 0.4 | -2 | 0.7 | 8.6* | 9 | -0.26 | -50 | -0.6 | 18

One compound at a time (already shown):
`CC(C)(C)N(Cc1ccccc1)C(=O)c1ccc2c(c1)OCCO2` in the list: M1 antagonist: -1.8*; Jurkat tox 60K: -3; TNAP act mid DEA: 0.9; D1 mod: -0.055; Ec RNAP inh: 6; M1 agonist: 0.059; S1P1 ag-PAM: -4; S1P3 ag: -0.5; HEK293 NFkB inh: 8
`CSc1nc(-c2ccccc2)nc(N2CCCC2)c1C(C)=O` in the list: M1 antagonist: 0.45; Jurkat tox 60K: -2; TNAP act mid DEA: 0.9; D1 mod: 0.54; Ec RNAP inh: 0; M1 agonist: -0.024; S1P1 ag-PAM: -31; S1P3 ag: -0.8; HEK293 NFkB inh: 9

(more compounds)
SMILES | M1 antagonist | Jurkat tox 60K | TNAP act mid DEA | D1 mod | Ec RNAP inh | M1 agonist | S1P1 ag-PAM | S1P3 ag | HEK293 NFkB inh
O=C(O)CCC(=O)Nc1ccc2c(c1)oc1ccccc12 | -0.65 | 1 | 0.9 | -0.75 | 6 | -0.23 | -8 | 0.1 | 10
O=C1COc2ccc(-c3csc(NCC4CCCO4)n3)cc2N1 (configuration not stated) | 0.032 | -11 | 1 | 1.2 | 8 | -1 | -3 | 1.6 | 5
CCS(=O)(=O)N1CCC(C(=O)N2CCN(c3ccccc3)CC2)CC1 | -0.14 | 7 | 0.9 | -1.5 | 8 | -0.01 | -3 | -0.8 | 8
CNc1nnc(CSc2nc(C)cc(C)n2)s1 | -0.07 | 5 | nt | -0.37 | nt | -0.064 | -21 | -1.0 | 8
NC(=O)c1c(N)sc2c1CCCCC2 | 0.35 | -1 | 1 | 0.67 | 7 | -1 | -12 | -0.3 | 6
CCCCOc1ccccc1Cn1c(=O)oc2ccccc21 | 0.57 | -7 | 0.9 | -1 | -1 | 0.55 | -21 | 0.0 | 11
O=c1c2ccccc2nc(SCc2cn3ccsc3n2)n1-c1ccc(F)cc1 | 0.72 | 3 | 1 | 8.2* | -11 | -0.49 | -21 | 0.3 | 16
COCCCN1CN(S(=O)(=O)c2ccc(Cl)cc2)c2nc3ccccc3nc21 | 0.48 | -4 | 0.8 | -0.015 | 8 | -0.077 | -4 | -0.4 | 6
COc1cccc(-n2nnc3c(=O)n(CC(=O)N4CCCCC4)cnc32)c1 | 0.056 | -5 | 0.9 | nt | 5 | -0.29 | -37 | -0.8 | 3
COc1c(Cl)cc(-c2noc(C)c2C(=O)NCc2ccc3c(c2)OCO3)cc1Cl | 0.43 | -6 | 1 | -0.51 | 4 | 0.46 | -10 | -0.1 | 20
c1ccc2nc3c(nc2c1)c1ccccc1n3CCN1CCOCC1 | -0.29 | 1 | 1 | 9.5* | 12 | 6.4* | -40 | -0.1 | -31
O=C(COC(=O)CCOc1ccccc1)NCc1ccco1 | -0.27 | 5 | 1 | 2.3 | 2 | -0.19 | -48 | 5.2 | 17
CCOC(=O)c1cccc(NC(=O)CSc2nnc(C)n2Cc2ccccc2)c1 | 0.79 | -1 | 0.8 | 0.42 | 4 | 0.018 | -4 | -0.2 | 8
CN1CCCN(C(=O)c2ccc(Cl)c(S(=O)(=O)N(C)c3ccccc3)c2)CC1 | 0.12 | nt | 0.9 | nt | 4 | -0.15 | nt | nt | 11
COc1cccc(C(=O)NC2=NCCS2)c1 | 0.28 | 6 | 0.9 | -0.54 | 4 | -0.13 | 9 | -0.9 | -22
COc1ccc(C2/C(=C(/O)c3ccccc3)C(=O)C(=O)N2c2ncccn2)cc1OC (configuration not stated) | 0.58 | nt | 0.9 | -0.02 | 14 | -0.6 | -4 | -0.1 | nt
COc1ccccc1C(=O)N1CCN(c2cccc(C(F)(F)F)c2)CC1 | -0.68 | 82* | 1 | -1.3 | 11 | 1.2 | 28 | 0.6 | 12
O=C(Oc1oc(-c2ccco2)nc1C=Nc1ccccc1)c1ccco1 | 0.35 | nt | 1 | 0.99 | -2 | 1.7 | 8 | -0.2 | nt
O=c1ccc2c(o1)/C(=C/C=C(Cl)Cl)CCC2 | 0.89 | 6 | 0.9 | 1.9 | 1 | 0.1 | 16 | -1.6 | 5
CN(C)c1ccc(C(C(=O)NC(C)(C)C)N(C(=O)c2csnn2)C2CC2)cc1 (configuration not stated) | 0.61 | 6 | 0.9 | 0.99 | 3 | 0.57 | -14 | -1.4 | 10
Cc1nc2cc(S(=O)(=O)N3CCC(C(=O)O)CC3)ccc2n1C1CCCC1 | 1 | -9 | 0.9 | nt | 5 | -0.32 | -3 | -0.1 | 3
CCOC(=O)C1=C(O)CSC1=Nc1cccc(Cl)c1 | 0.22 | 1 | 0.9 | 7.9* | -2 | 0.46 | -27 | -1.6 | 1
O=C(c1ccco1)N1CCN(CC(O)COc2ccc3oc4ccccc4c3c2)CC1 (configuration not stated) | -2.2 | 4 | 0.9 | -0.021 | 3 | 2.1 | 8 | 0.3 | 2
O=C1NCCCC2c3cc(O)c4ccccc4c3OC12N1CCCCC1 (configuration not stated) | 0.27 | 20 | 1 | 0.00095 | -2 | -0.95 | -5 | -0.5 | 31
CCOC(=O)N1CCC(NC(=O)C2CCC(Cn3c(=O)[nH]c4ccccc4c3=O)CC2)CC1 (configuration not stated) | -1.6 | 4 | 0.9 | 0.19 | 4 | -1 | -20 | 0.1 | -2
CCOC(=O)N1CCN(C(=O)CN(c2cccc(C)c2)S(=O)(=O)c2ccc(C)cc2)CC1 | nt | -1 | 0.9 | -0.14 | 13 | nt | 10 | 0.9 | -2
CSc1nnc(Cn2c(=O)sc3ccccc32)n1-c1ccccc1C | 0.51 | 0 | 0.9 | 1.5 | 4 | -0.056 | -6 | 0.7 | 2
OC(Cc1nc2ccccc2[nH]1)c1ccccc1Cl (configuration not stated) | -0.18 | -5 | 0.8 | -0.75 | 6 | 0.1 | -12 | -0.6 | 15
COC(=O)COc1nc(C)c(Br)c(OC)n1 | 0.91 | 4 | 0.9 | 0.061 | 8 | 0.86 | -7 | -0.4 | 25
C=CCOC(=O)C1=C(C)N(C)C(=O)NC1c1cc2c(cc1Br)OCO2 (configuration not stated) | nt | -6 | 0.9 | -0.5 | 13 | nt | -17 | -0.3 | -11
CCOC(=O)CN1CC23C=CC(O2)C(C(=O)NCc2ccc(F)cc2)C3C1=O (configuration not stated) | -0.26 | 2 | 0.9 | -0.78 | -5 | 0.28 | -8 | -1.2 | 0
O=C(CNS(=O)(=O)c1cccc2nsnc12)NC1CCCCC1 | 0.44 | nt | 0.9 | 0.16 | 3 | 0 | nt | nt | 18
CCN(CC)C1CC(=O)N(c2cccc(C)c2)C1=O (configuration not stated) | 0.41 | 1 | 1 | 0.34 | 2 | 1 | -19 | -0.5 | 13
COc1ccc(CNC(=O)CN(C(=O)c2cc3sccc3n2C)C2CCCC2)cc1 | 0.2 | -2 | 0.9 | -0.38 | 6 | -0.31 | 16 | -0.9 | 10
COC(=O)c1nc(-c2ccccc2)oc1N(C)C | 1.5 | 4 | 0.9 | 2.6 | -3 | -1.6 | -14 | -1.2 | 16
O=C(Nc1c2c(nn1-c1ccc(Cl)cc1)CS(=O)(=O)C2)c1ccc2c(c1)OCO2 | -0.012 | nt | 1 | -0.19 | 3 | -0.53 | nt | nt | 19
COc1ccc(S(=O)(=O)NC(CC(=O)N2CCc3ccccc32)c2ccco2)cc1 (configuration not stated) | nt | 9 | 0.9 | nt | 0 | nt | 3 | -0.8 | 8
CCOC(=O)CCc1c(C)c2ccc(OCc3nn[nH]n3)cc2oc1=O | nt | 8 | 0.9 | -0.49 | -3 | nt | -10 | -0.9 | 12
O=C(CN1CCOc2ccccc21)NCc1ccccc1 | -0.55 | -6 | 1 | -0.18 | 3 | 5e-05 | -8 | 0.1 | 4
COc1ccccc1NC(=O)c1ccc(NS(=O)(=O)c2c(C)noc2C)cc1 | -0.39 | -7 | 0.9 | 0.036 | 5 | 0.33 | -7 | 0.1 | 13
CCOC(=O)N1CCC(Nc2c(-c3ccc(C)cc3)c(=O)c2=O)CC1 | 0.043 | 6 | 0.8 | -0.59 | 6 | -1.9 | 12 | -0.8 | 11
Cc1ccc2c(CN3C(=O)NC4(CCCCC4)C3=O)cc(=O)oc2c1C | 0.44 | 7 | 1 | 2.7 | 6 | -0.32 | -32 | 0.8 | 12
CC(=O)Nc1ccc(OCC=C(Cl)Cl)cc1 | -0.61 | -2 | 0.9 | -0.77 | 6 | 0.49 | -5 | -1.0 | 5
COc1ccc(C)cc1S(=O)(=O)N1CCN(c2cccc(C(F)(F)F)c2)CC1 | 0.63 | 5 | 0.9 | 0.012 | 1 | -0.38 | nt | -1.3 | 4
CCC(=O)N1CCc2cc(S(=O)(=O)NCCN3CCCCC3CC)ccc21 (configuration not stated) | -0.14 | nt | 0.9 | 0.38 | 7 | -0.083 | nt | nt | 17
CN(C)CCCNC(=O)c1ccc(-c2ccccc2)cc1 | 0.12 | 2 | 0.9 | -1.4 | -2 | -0.22 | -1 | -1.1 | 0
CN(C)CCNC(=O)COc1cccc(Cl)c1 | 0.72 | 1 | 0.9 | 0.3 | -1 | -0.031 | -14 | -1.0 | 5
CC(=O)N1CCN(c2ccc(N=Cc3c(O)n(Cc4ccccc4)c(=O)[nH]c3=O)cc2)CC1 | 0.065 | 7 | 0.8 | 0.96 | -9 | -0.82 | 4 | -1.5 | 18

From PubChem BioAssay
